# Screening results deposited in PubChem by NMMLSC.
# Bcl-B Bim block: inhibitors of Bim-Bcl-B binding, primary screen, biochemical, multiplexed, human Bcl-2 family; Bcl-2-like protein 10 (Homo sapiens), Q9HD36; bead-based flow cytometry, Bim peptide-Bcl-B binding; inhibition, % at 10 µM; 190,000 compounds, 0.073% hits; AID 951, 2007;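 note: 0% = tracer peptide without compound and 100% = reference inhibitor peptide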
# Bim-Bcl-2: inhibitors of Bim-Bcl-2 binding, primary screen, biochemical, multiplexed, human Bcl-2 family; AID 950, 2007; Apoptosis regulator Bcl-2 (Homo sapiens), P10415; 190,000 compounds, 0.06% hits; Bead-based flow cytometry, Bim peptide-Bcl-2 binding; inhibition, % at 10 µM; in the data active = inhibition above about 40%; inconclusive = no clear call, values can overlap the other calls;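 note: 0% = no compound wells with probe peptide and 100% = reference peptide inhibitor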
# Target sequence (P10415 whole entry, looked up): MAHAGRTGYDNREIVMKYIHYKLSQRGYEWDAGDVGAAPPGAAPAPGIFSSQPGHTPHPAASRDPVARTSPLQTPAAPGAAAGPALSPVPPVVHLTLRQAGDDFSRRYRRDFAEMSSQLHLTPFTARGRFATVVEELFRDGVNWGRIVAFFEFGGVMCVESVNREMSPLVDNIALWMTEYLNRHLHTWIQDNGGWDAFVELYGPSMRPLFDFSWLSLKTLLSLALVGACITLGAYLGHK
# Bim-Bfl-1: inhibitors of Bim binding to Bfl-1, primary screen, biochemical, multiplexed, bead-based flow cytometry. Bcl-2-related protein A1 (Homo sapiens), Q16548. Bim-Bfl-1 binding inhibition. inhibition, % at 10 µM. 190,000 compounds, 0.12% hits. AID 1008, 2008;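 note: 0% = wells without compound plus tracer and 100% = blocker peptide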
# Mcl-1 Bim block: inhibitors of Bim peptide binding to Mcl-1, primary screen, biochemical, bead-based flow cytometry, multiplex; 190,000 compounds, 0.1% hits; Bim peptide-Mcl-1 binding; inhibition, % at 10 µM; Induced myeloid leukemia cell differentiation protein Mcl-1 (Homo sapiens), Q07820; AID 1009, 2008;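 note: 0% = no compound tracer wells and 100% = peptide blocker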
# RGS4-Gao reg: modulators of RGS4 binding to Galphao, primary screen, biochemical, multiplexed bead flow cytometry. actives lie on both sides. binding response (% of control), % at 10 µM. 220,000 compounds, 0.33% hits. AID 1415, 2008; in the data active = binding response below about 49% or above about 150%; inactive = in between;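 note: fluorescent Galphao activated with aluminum fluoride binding bead-coupled RGS4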
# Target sequence (P09471 whole entry, looked up): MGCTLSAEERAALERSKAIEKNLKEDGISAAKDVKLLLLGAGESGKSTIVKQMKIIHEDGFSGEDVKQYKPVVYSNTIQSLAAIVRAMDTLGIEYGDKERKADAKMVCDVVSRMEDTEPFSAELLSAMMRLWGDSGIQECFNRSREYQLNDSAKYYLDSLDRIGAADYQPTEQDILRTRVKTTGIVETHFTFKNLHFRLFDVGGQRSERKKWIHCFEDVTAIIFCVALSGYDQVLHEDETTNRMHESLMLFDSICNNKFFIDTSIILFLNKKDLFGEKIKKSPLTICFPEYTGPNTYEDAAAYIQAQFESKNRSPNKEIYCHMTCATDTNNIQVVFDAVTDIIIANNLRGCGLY
# Bcl-XL Bim block: inhibitors of Bim-Bcl-XL binding, primary screen, biochemical, multiplexed, bead flow cytometry, human Bcl-XL. Bim peptide-Bcl-XL binding, fluorescence. Bcl-2-like protein 1 (Homo sapiens), Q07817. 190,000 compounds, 0.04% hits. inhibition, % at 10 µM
# Target sequence (Q07817 whole entry, looked up): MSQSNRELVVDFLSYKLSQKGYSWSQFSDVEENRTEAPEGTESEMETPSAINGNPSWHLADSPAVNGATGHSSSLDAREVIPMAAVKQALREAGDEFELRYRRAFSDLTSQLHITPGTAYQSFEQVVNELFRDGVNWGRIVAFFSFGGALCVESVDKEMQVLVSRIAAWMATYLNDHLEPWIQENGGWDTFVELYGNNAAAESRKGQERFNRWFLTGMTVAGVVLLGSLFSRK
# ABCG2 inh: ABCG2 efflux pump inhibitors, primary screen, multiplex with ABCB1, IgMXP3 cells, flow cytometry; Broad substrate specificity ATP-binding cassette transporter ABCG2 (Homo sapiens), Q9UNQ0; 190,000 compounds, 0.1% hits; JC-1 efflux; inhibition, % at 6.6 µM;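 active = inhibition above 80%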;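 note: 0% = DMSO and 100% = nicardipine control wells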
#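 Read-out basis: Efflux inhibition in percent versus controls | Test system: ABCG2 IgMXP3 and barcoded ABCB1 CCRF-Adr cell mix | Quantity: 3 million cells/mL in well | Schedule: 10 min at 25 °C | Control set: Nicardipine as high control, DMSO as low control | Reagent: JC-1 as fluorescent efflux pump substrate | Signal: Flow cytometry of retained JC-1 fluorescence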
# ABCB1 block: ABCB1 efflux pump inhibitors, primary screen, cell-based, multiplex, flow cytometry, ABCG2 counter-screen; 190,000 compounds, 0.067% hits; inhibition, % at 6.6 µM; AID 1326, 2008; ATP-dependent translocase ABCB1 (Homo sapiens), P08183; CCRF-Adr cells, JC-1 efflux; in the data active = inhibition above about 40%;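 note: 0% = vehicle and 100% = reference inhibitor; higher value means more JC-1 retained so stronger ABCB1 efflux block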
# Bcl-W Bim block: inhibitors of Bim binding to Bcl-W, primary screen, biochemical, multiplexed, bead-based flow cytometry. Bcl-2-like protein 2 (Homo sapiens), Q92843. Bim peptide-Bcl-W binding. inhibition, % at 10 µM. 190,000 compounds, 0.02% hits;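 note: 0% = bound tracer without compound and 100% = peptide blocker; higher means less fluorescent Bim peptide bound to Bcl-W beads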
# Target sequence (Q92843 whole entry, looked up): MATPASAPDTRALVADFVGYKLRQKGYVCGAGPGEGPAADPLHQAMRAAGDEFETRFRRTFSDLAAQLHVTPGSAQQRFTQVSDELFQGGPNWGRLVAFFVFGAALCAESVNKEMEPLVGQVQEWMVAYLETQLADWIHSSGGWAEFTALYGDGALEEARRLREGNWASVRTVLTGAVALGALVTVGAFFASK
# RGS7-Gao: RGS7-Galphao binding modulators, primary screen, biochemical, multiplexed bead flow cytometry; actives lie on both sides; binding response (% of control), % at 10 µM; 220,000 compounds, 0.35% hits; Guanine nucleotide-binding protein G(o) subunit alpha (Homo sapiens), P09471; in the data active = binding response below about 49% or above about 150%; inconclusive = no clear call, values can overlap the other calls; inactive = in between;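 note: fluorescent Galphao held in activated GDP-AlF4 state binding bead-coupled RGS7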
# RGS8-Gao: RGS8-Galphao binding modulators, primary screen, biochemical, multiplexed bead flow cytometry | Guanine nucleotide-binding protein G(o) subunit alpha (Homo sapiens), P09471 | actives lie on both sides | response (percent of control binding), % at 10 µM | 220,000 compounds, 0.34% hits | AID 1423, 2008; in the data active = response below about 60% or above about 140%; inactive = in between;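 note: Galphao activated as the GDP aluminium fluoride complex binding bead-coupled RGS8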
# Numbers without * were called inactive; ? = inconclusive; . = no result given; [ ] = remark or other dose. Cut-off read from the data, not from the text of the source, unless noted: active = inhibition above about 40%. Some of the compounds tested. The share of hits here may be higher or lower than overall.
SMILES,Bcl-B Bim block,Bim-Bcl-2,Bim-Bfl-1,Mcl-1 Bim block,RGS4-Gao reg,Bcl-XL Bim block,ABCG2 inh,ABCB1 block,Bcl-W Bim block,RGS7-Gao,RGS8-Gao
CN(C)c1ccc(/C=C2/C(=O)NC(=O)N(CCc3ccc(F)cc3)C2=O)cc1,0,18,22,8,100,7,-11,-1.0,15,102,102
CC1(C)OC1COc1c2occc2cc2ccc(=O)oc12 (stereo not drawn),-4,-1,-2,-3,98,-1,15,0.7,-1,102,103
COc1ccccc1Sc1ccccc1CC(C)N (stereo not drawn),-3,-8,0,-1,102,-5,2,0.2,-1,103,99
CCCCn1c(O)c(C(C)=Nc2c(C)n(C)n(-c3ccccc3)c2=O)c(=O)[nH]c1=O,0,0,3,0,98,1,3,0.5,8,101,104
Cc1cc(C=C2C(=O)N(C)C(=O)N(C)C2=O)c(C)n1-c1ccccc1,-3,0,-2,0,90,0,1,0.0,-1,100,95
CCC(=O)N1CC(=O)Nc2ccc(F)cc2C1c1ccccc1 (stereo not drawn),-6,-6,-5,1,103,-7,1,0.9,0,105,101
Cc1cc(Oc2ccc(C(F)(F)F)cc2[N+](=O)[O-])c2c3c(c(=O)oc2c1)CCC3,-4,-1,1,-1,99,-5,4,3.3,-3,102,99
O=C(N/N=C1/CN2CCC1CC2)c1cccc(O)c1,-1,0,0,0,99,-4,1,0.1,0,98,98
COC(=O)c1c(C)n(Cc2ccc3c(c2)OCO3)c2ccc(O)cc12,-4,-3,0,1,106,-1,10,5.0,-1,104,100
COCCCN1Cc2ccccc2C1=N,-2,0,0,0,100,-1,1,0.4,0,99,110
COC(=NC1CCCCC1)C(O)c1c[nH]c2ccccc12 (stereo not drawn),0,-5,-3,-5,104,-2,9,1.4,-2,105,100
CN1C2CCC1CC(OC(=O)c1cc(Cl)cc(Cl)c1)C2 (stereo not drawn),-8,-3,-3,-4,100,2,1,0.4,-4,104,99
c1ccc2c(CNC3CCCCC3)c[nH]c2c1,-5,-6,-9,2,104,-6,0,-0.1,-5,101,105
Cc1cc(C=O)c(C)n1CC1CCCO1 (stereo not drawn),-7,-3,-8,1,105,-4,2,0.6,-2,104,105
CCc1c(C)nc(N)nc1N1N=C1SCC#N,-7,-5,-8,-4,104,-6,7,1.1,-4,102,98
CC(=O)c1c(C)n(CCCOC(C)C)c2ccc(O)cc12,3,5,5,2,101,4,26,3.7,3,101,94
O=C1NC(=O)C(=Cc2cn(CCOc3ccc4c(c3)OCO4)c3ccccc23)C(=O)N1,16,14,7,2,95,7,10,0.0,18,98,93
CCNc1cc(N2CCNCC2)ccc1[N+](=O)[O-],-3,-6,-5,-2,101,0,13,2.4,-1,?,102
CC(c1ccccc1F)n1cc(C(=O)Nc2ccc3nc[nH]c3c2)nn1 (stereo not drawn),-8,-6,-12,-2,100,-5,43,0.9,0,100,101
Fc1ccc(N2CCN(Cc3ccc4c(c3)OCO4)CC2)cc1,0,-4,-2,-2,99,-4,3,0.6,1,101,104
O=[N+]([O-])c1ccc(N2CCCCC2)c2ncccc12,-1,-3,-6,-1,89,-2,0,0.1,-5,98,94
O=C(NC(C(Cl)Cl)N1CCOCC1)c1ccccc1 (stereo not drawn),-3,-2,-3,0,99,-1,1,-0.1,0,99,100
O=C1/C(=C\c2ccc3c(c2)OCO3)N2CCC1CC2,-4,0,-2,-2,97,-6,13,1.4,-3,102,99
C=CCn1c(O)c(C(CC)=NC2CC2)c(=O)[nH]c1=O,-5,-3,-12,-2,101,-4,0,0.0,2,98,101
CN1CCC(C)(O)C2CCCCC21 (stereo not drawn),0,2,1,1,98,2,1,0.5,4,97,102
CN(CC(=O)Nc1ccccc1-c1ccccc1)C1CCCCC1,-4,-1,-3,-1,100,-2,4,0.7,-1,95,99
C1=C(c2c[nH]c3ccccc23)CCNC1,-5,0,-4,0,167*[activator],-6,1,0.2,2,151*[activator],107
C[n+]1c(-c2ccccc2)cc(-c2ccc(Cl)cc2)cc1-c1ccccc1,-2,0,-4,2,102,0,11,1.7,0,?,101
C=CCn1c(O)c(C(C)=NCCO)c(=O)[nH]c1=O,2,0,0,0,107,1,4,1.0,3,99,101
C=CCC1(CN2CCCC2=O)C(=O)NC(=O)NC1=O,0,-2,-2,-1,122,-2,-3,-2.5,-1,115,105
CC1CN=C(Nc2cccc3ccccc23)S1 (stereo not drawn),-2,-2,-7,2,95,-4,1,0.2,-2,97,98
O=C1NC(=O)C(=Cc2ccc(Oc3ccc([N+](=O)[O-])cc3)cc2)C(=O)N1,-1,-3,-1,-1,100,0,0,-0.2,-3,96,96
CN(C(=O)c1ccc(Cl)nc1)C1(c2ccccc2Cl)CCCCC1=O (stereo not drawn),-2,-3,-7,-4,98,-1,3,0.1,0,97,100
CN1CCN(c2ccc(Cl)cc2N)CC1,-1,-1,0,3,102,0,0,0.2,0,103,115
CC(NCc1ccc(Cl)cc1)C(O)c1ccccc1 (stereo not drawn),-1,-1,-8,1,99,-1,1,0.2,0,97,101
CCC(C)n1c(O)c(/C=N/NC(=O)c2ccncc2)c(=O)[nH]c1=S (stereo not drawn),1,1,0,3,99,-2,1,0.2,0,100,101
C=CCc1cc(C=C2C(=O)NC(=O)NC2=O)cc(OC)c1OCc1ccc(C(=O)O)cc1,0,4,-2,-2,94,-1,0,-1.1,0,104,95
CNS(=O)(=O)c1ccc(N=Cc2c(O)n(-c3cccc(C)c3)c(=O)[nH]c2=O)cc1,0,2,0,2,104,0,0,-0.1,1,103,102
Cc1cc(S(N)(=O)=O)ccc1N=Cc1c(O)n(-c2ccccc2)c(=O)[nH]c1=O,1,3,-1,2,102,0,1,0.7,1,?,100
COc1ccc(N=Cc2c(O)n(-c3ccc(C)cc3)c(=O)[nH]c2=O)cc1,0,-1,1,0,99,-3,0,-0.1,0,99,104
CCc1c(C)nc(N)nc1N1N=C1SCCOc1ccccc1,-3,-3,0,-4,101,0,4,-0.1,2,102,100
O=C1NC(=O)C2(Cc3ccccc3N3CCCC32)C(=O)N1Cc1ccccc1 (stereo not drawn),-7,-10,-13,-2,107,-12,1,0.0,-1,104,101
CC(=O)c1c(O)n(C)c(=S)n(-c2ccccc2)c1=O,-9,-8,-10,-4,99,-6,1,-0.4,-2,99,100
COc1ccc(CCN(C)Cc2c(F)cccc2F)cc1OC,-2,0,-5,5,107,0,-1,-0.2,1,109,105
Cc1ccc(S(=O)(=O)Cc2ccc(C(=O)N3CCC4(CC3)OCCO4)o2)cc1,-2,-3,-2,-3,84,-2,-1,0.1,-6,88,90
CCOC(=O)N(CC)c1ccc(C(O)(C(=O)OCC)C(F)(F)F)cc1 (stereo not drawn),-7,-9,-11,0,100,-1,1,0.1,0,99,100
CCOC(=O)C1(c2ccccc2)CCN(Cc2cccc(C(=O)O)c2)CC1,0,-1,0,-1,91,3,0,0.4,0,94,98
O=C(Cn1ncc2ccsc2c1=O)N1CCC2(CC1)OCCO2,-3,3,3,-1,104,-2,-2,-0.1,-1,100,102
CC1(O)C[C@]2(C)N(O)C3CCCC[C@@H]3N2O1 (stereo partly drawn),0,-1,0,-3,98,0,1,0.1,-1,97,90
COc1ccccc1N1C(=O)NC(=O)/C(=C/c2ccc3c(c2)Cc2ccccc2-3)C1=O,2,4,6,0,102,-3,-2,-0.6,0,101,101
# (listing goes on)
SMILES,Bcl-B Bim block,Bim-Bcl-2,Bim-Bfl-1,Mcl-1 Bim block,RGS4-Gao reg,Bcl-XL Bim block,ABCG2 inh,ABCB1 block,Bcl-W Bim block,RGS7-Gao,RGS8-Gao
CCN1CC=C(c2c[nH]c3ccccc23)CC1,-2,-2,-10,1,100,-3,0,0.1,0,101,103
CCOC(=O)c1c(N)n(Cc2ccccc2)c2nc3ccccc3nc12,-8,1,0,0,95,-1,6,1.0,-2,96,100
Cc1c(C=C2C(=O)N(C)C(=O)N(C)C2=O)c(=O)n(-c2ccccc2)n1C,-6,-2,-1,-5,95,-7,-4,-0.8,-4,94,97
CCOC(=O)[C@@]12C(=O)C(=O)N[C@]1(c1ccccc1)C1OCCCC12 (stereo partly drawn),0,1,0,0,100,0,7,1.1,-1,102,99
CCCn1ncc(C(=O)O)c1C,-9,-7,-8,0,101,-2,1,0.3,3,100,100
O=P(O)(O)C12CC3CC(CC(C3)C1)C2,-5,-7,-6,-6,101,-7,0,0.1,-3,103,103
CCOC(=O)c1c(C)c(C(=O)N2CCC3(CC2)OCCO3)c(C)n1CC,-3,-2,-2,-1,106,1,1,0.5,1,107,106
CCC(COC(=O)c1cc(OC)c(OC)c(OC)c1)(c1ccccc1)N(C)C (stereo not drawn),-6,-4,0,-1,.,-2,1,1.4,-7,.,.
CC(=O)NC(Cc1ccc(N(CCCl)CCCl)cc1)C(=O)NC(C(=O)O)C(C)C (stereo not drawn),-3,-3,-3,-1,104,-2,6,-0.3,0,100,102
CCOC(=O)C(O)(c1ccc(N(C)C(=O)c2ccc(Cl)c(Cl)c2)cc1)C(F)(F)F (stereo not drawn),-9,-15,-17,-3,104,-5,4,1.2,-4,102,100

# Reprinted at random: three compounds from above
SMILES,Bcl-B Bim block,Bim-Bcl-2,Bim-Bfl-1,Mcl-1 Bim block,RGS4-Gao reg,Bcl-XL Bim block,ABCG2 inh,ABCB1 block,Bcl-W Bim block,RGS7-Gao,RGS8-Gao
CCN1CC=C(c2c[nH]c3ccccc23)CC1,-2,-2,-10,1,100,-3,0,0.1,0,101,103
O=P(O)(O)C12CC3CC(CC(C3)C1)C2,-5,-7,-6,-6,101,-7,0,0.1,-3,103,103
CCOC(=O)[C@@]12C(=O)C(=O)N[C@]1(c1ccccc1)C1OCCCC12 (stereo partly drawn),0,1,0,0,100,0,7,1.1,-1,102,99

# Following part
SMILES,Bcl-B Bim block,Bim-Bcl-2,Bim-Bfl-1,Mcl-1 Bim block,RGS4-Gao reg,Bcl-XL Bim block,ABCG2 inh,ABCB1 block,Bcl-W Bim block,RGS7-Gao,RGS8-Gao
CCOC(=O)C1CCN(/C=C2/C(=O)NC(=O)N(c3cccc(C)c3C)C2=O)CC1,-1,0,2,0,99,0,0,-0.5,-1,96,87
O=C(Cc1ccccc1)N1CCN(Cc2cccnc2)CC1,-1,-2,0,0,100,2,1,0.1,0,102,104
CC(C)OP(=O)(OC(C)C)C(NCc1ccccc1)c1ccccc1 (stereo not drawn),-2,-5,-7,-1,103,-4,6,1.8,-2,?,100
CCN1CCN(C(=O)COc2ccc(S(=O)(=O)NC(C)C)cc2)CC1,0,-18,0,-3,106,-5,0,0.3,-2,105,105
